Screening results (PubChem BioAssay)
GCN5L2 inh = qHTS Assay for Inhibitors of GCN5L2. Potency, µM (series often up to 58.9 µM), inactives show at the top dose activity change, negative = inhibition, hits mostly inhibitors. AID 504327, 2011. Histone acetyltransferase KAT2A (Homo sapiens), Q92830. hit rate 0.21% among 390,000. GCN5L2 HAT assay, ThioGlo1 CoA-SH fluorescence
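Enzyme at 20nM final was mixed with library compounds for 15 min at room temperature. Peptide H3(1-25) at 75uM, acetyl-CoA at 70uM and ThioGlo1 at 50uM were then added. Plates were read immediately and after 20 min (Ex340nm/Em540nm).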
DT40 TDP1 CPT = qHTS for Inhibitors of human tyrosyl-DNA phosphodiesterase 1 (TDP1): qHTS in cells in presence of CPT | chicken DT40 Tdp1-/-;hTDP1 cells + 20 nM CPT, ATP luminescence, 48 h | Potency, µM (doses to about 46.2 µM), without a hit: at the top dose activity change, negative = growth inhibition, actives largely listed as inhibitors | hit rate 12% among 420,000 | AID 686979, 2013; further: nearly all actives have a fitted effect of over 55% in size
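Chicken DT40 Tdp1-/- cells complemented with human TDP1, 400 cells/well, exposed to compounds plus 20 nM camptothecin for at least 48 h at 37 C; viability read as ATP content by CellTiter-Glo luminescence.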
FEN1 inh = qHTS Assay for the Inhibitors of Human Flap endonuclease 1 (FEN1); P39748; Recombinant FEN1 flap cleavage, fluorescence, 15 min; Potency, µM (doses to about 114 µM), without a hit: at the highest dose activity change, negative = inhibition, hits mostly inhibitors; hit rate 0.35% among 390,000; further: nearly all actives have a fitted effect of over 65% in size
Target sequence (P39748 whole entry, looked up): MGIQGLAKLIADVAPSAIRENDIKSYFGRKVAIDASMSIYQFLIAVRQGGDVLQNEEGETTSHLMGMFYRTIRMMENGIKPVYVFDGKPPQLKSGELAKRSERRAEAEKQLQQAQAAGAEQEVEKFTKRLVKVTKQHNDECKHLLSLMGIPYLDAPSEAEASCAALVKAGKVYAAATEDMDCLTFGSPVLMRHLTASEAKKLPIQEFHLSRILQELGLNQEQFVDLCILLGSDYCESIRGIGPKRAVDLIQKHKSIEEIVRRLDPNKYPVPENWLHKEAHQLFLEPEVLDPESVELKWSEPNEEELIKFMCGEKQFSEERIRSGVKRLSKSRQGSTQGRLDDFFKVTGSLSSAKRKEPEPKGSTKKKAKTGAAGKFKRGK
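Read-out was taken twice, immediately and after 15 min, following addition of 50 nM substrate to 10 nM FEN1 that had sat with test compound for 15 min at room temperature. Curves came from a four-parameter Hill model.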
* = called active by the depositor; ? = inconclusive; . = not tested or not shown; & = joins results of further samples. The call rests on the fitted dose curve; in most records, active means well fitted curve in the direction sought with a large enough effect; inconclusive means small, poorly fitted or top-dose-only effect, or another doubt; inactive means no such curve, though single readings can be large; an effect the other way counts as inactive or inconclusive. On the % scale 0 is the no-effect control and ±100 the full control effect; potency means the concentration at half of the fitted maximal effect. Not all compounds are listed; rates above refer to the full screens.

Molecule	GCN5L2 inh	DT40 TDP1 CPT	FEN1 inh
CN(Cc1c(F)cccc1Cl)c1ccc(S(=O)(=O)N2CCOCC2)cn1	-6%	-23%	-21%
CN(C(=O)CSc1ncnc2ccccc12)C1CCS(=O)(=O)C1 (stereo not given)	1%	2%	-11%
Cc1ccc2[nH]c(=O)c(CN(CCCN(C)C)C(=O)Nc3ccc(F)cc3)cc2c1	-2%	?	-1%
CC(=O)Nc1nc(Cn2nnc(-c3ccc4c(c3)OCO4)n2)nc(N(C)C)n1	-18%	2%	2%
CC1CCCCN1S(=O)(=O)c1ccc(S(=O)(=O)N(CC(=O)Nc2ccccc2)Cc2cccs2)cc1 (stereo not given)	-10%	26µM*	6%
CCNc1nc(NC(N)=S)nc(NC(C)(C)C)n1	-6%	13%	-1%
Cc1occc1C(=O)Nc1ccc(Br)cc1F	2%	-4%	-4%
O=C(COC(=O)/C=C/c1cn(-c2ccccc2)nc1-c1cccnc1)Nc1ccc(Cl)cc1Cl	-6%	9.2µM*	3%
CC(=O)Nc1ccc(S(=O)(=O)N2CCC(n3c(C)nc4cccnc43)CC2)cc1	21%	?	1%
CC(C)C(=O)Nc1cccc(C(=O)Nc2ccc(S(=O)(=O)N3CCOCC3)cc2)c1	-23%	?	6%
COC(=O)CSc1nnc([C@H](Cc2ccccc2)NC(=O)OC(C)(C)C)o1	-11%	-24%	8%
CCc1nc(N)c(C#N)c(-c2ccc(OC)c(OC)c2)c1C	-13%	-16%	-10%
Cc1ccc(NC(=O)c2ccnc(C(C)(C)C)c2)cc1	-4%	?	-6%
CC(C)(C)n1ncc2c(=O)n(Cc3ccc(Cl)cc3Cl)cnc21	-12%	16µM*	-9%
COc1cc(C(=O)NCCC(=O)NC(C)CCc2ccccc2)cc(OC)c1OC (stereo not given)	-4%	-5%	5%
CN1C(=O)CSC1=Nc1cccc(Cl)c1	-3%	16%	-8%
COCCCNS(=O)(=O)c1ccc(S(=O)(=O)N2CCCC2)cc1	2%	-14%	0%
Cc1c(C=O)ccc(N(C)C)c1C	.	12%	0%
COc1ccc(C(=O)NCc2nnc(SCC(=O)Nc3nc4ccc(C)cc4s3)o2)cc1OC	-6%	4.1µM*	-1%
Cc1ccc(S(=O)(=O)NCCn2cnc([N+](=O)[O-])n2)cc1	0%	2%	-6%
Cc1ccc(CNC(=O)C2CCC(CNS(=O)(=O)c3cccc4cccnc34)CC2)cc1 (stereo not given)	-5%	-25%	-1%
Cn1c2ccccc2c2cc(/C=N/NC(=O)c3ccc(O)cc3O)ccc21	-27%	?	-22%
COC(=O)CSc1nsc(SCC(=O)OC)n1	10%	2%	-9%
CCOc1ccc(-n2c(=O)cc(N3CCN(c4ccccc4)CC3)[nH]c2=O)cc1	-6%	?	-6%
Cc1ccc(NC(=O)CSCC#N)cc1Cl	-1%	5%	0%
NCCNc1cc(N2CCCC2)ccc1[N+](=O)[O-]	-5%	23µM*	-14%
Cc1ccc(C)c(N(C(=O)CCC(=O)Nc2cc(C)on2)C(C(=O)NC2CCCC2)c2ccco2)c1 (stereo not given)	-3%	16µM*	1%
COc1ccccc1-c1nc(SCC(=O)c2ccccc2)n[nH]1	16%	?	4%
CCOC(=O)N1CCC(NS(=O)(=O)c2ccccc2)CC1	-3%	-24%	2%
Cc1c(Cc2ccccc2)c(=O)oc2c(C)c(OCC(=O)NCC3CCC(C(=O)O)CC3)ccc12 (stereo not given)	3%	-18%	?
CN(c1ccccc1)S(=O)(=O)c1ccc(Cl)c(C(=O)Nc2ccncc2)c1	-5%	18µM*	-20%
CCN1CCCC1CNS(=O)(=O)c1ccc(C(=O)Nc2ccccc2)cc1 (stereo not given)	5%	1%	1%
O=C(O)CSc1nnc(COc2cccc3ccccc23)n1Cc1ccccc1	-14%	-13%	-22%
COc1cc(OC)c(-c2nn3c(-c4n[nH]c5c4CCC5)nnc3s2)cc1OC	.	?	-7%&-1%
CC(C)(CO)NC(=O)CCCOc1ccc(Cl)cc1Cl	-13%	-16%	-3%
NCCCCCC(=O)N/N=C/c1coc2ccccc2c1=O	-3%	6%	4%
CCC/C=N/NC(=O)c1cc(-c2ccccc2)nc2ccccc12	28%	-10%	2%
COCc1cc(C)nc(SC)c1C#N	-3%	-4%	-12%
Cc1cccc(C)c1OCc1cc(C(=O)N2CCC(c3ccccc3)CC2)no1	-11%	?	6%
COC(=O)[C@H](CCSC)NC(=O)Nc1cc(OC)cc(OC)c1	-6%	-25%	-1%
CCOC(=O)c1cccc(-n2c(C)nc3ccccc3c2=O)c1	-4%	-7%	10%
COc1ccc(-n2c(COc3ccc(C)cc3)nnc2SCC(N)=O)cc1	-8%	-17%	-11%
c1ccc(-c2csc(N3CCOCC3)n2)cc1	-7%	-22%	-10%
CCN1CCN(S(=O)(=O)c2ccc3c(c2)NC(=O)CS3)CC1	-4%	0%	-1%
O=C(COC(=O)c1ccc2ncsc2c1)Nc1cc([N+](=O)[O-])ccc1Cl	1%	-15%	-7%
O=C1CC(c2ccco2)CC(O)=C1C=NCC1CCNCC1 (stereo not given)	-8%	-17%	1%
Cc1occc1-c1nnc(SCC(=O)c2c(N)n(C3CC3)c(=O)[nH]c2=O)n1C	2%	-12%	0%
COc1ccc([N+](=O)[O-])cc1N(CC(O)CN1CCCC1)S(=O)(=O)c1ccc(C)cc1 (stereo not given)	-1%	1%	-7%
Cc1c(C(=O)c2cccc([N+](=O)[O-])c2)c2ccccn2c1CCC#N	-2%	-1%	-7%
C=CCC(C)(NCc1ccccc1)c1ccccc1 (stereo not given)	-1%	?	-1%
O=C(Nc1ccc(-c2noc(-c3cccs3)n2)cc1)c1cccnc1	-7%	?	14%
CCCCNC(=O)NS(=O)(=O)c1ccc(N)cc1	15%	7%	.
Cc1ccccc1NS(=O)(=O)c1ccc(C(=O)NNC(=O)c2ccccc2O)cc1	-8%	?	-3%
CN(C)CCn1nnc2c(=O)oc3ccccc3c21	1%	-1%	-13%
N#Cc1c(-c2cccc(F)c2)cc(-c2ccccc2)nc1Br	?	-8%	-12%
COc1ccc(N2CC(NC(=O)NCC(C)C)CC2=O)cc1 (stereo not given)	-3%	1%	4%
COc1ccc(Cl)cc1NC(=S)NCCC(c1ccccc1)c1ccccc1	-15%	23µM*	0%
O=c1[nH][nH]c2cc(=O)n(-c3cccc(C(F)(F)F)c3)nc12	-16%	-5%	4%
Cc1ccc(N(CC(=O)NCc2ccco2)C(=O)CCC(=O)Nc2nccs2)cc1C	-4%	-14%	-1%
Cc1ccc(-n2ncc3c2CC(C)(C)CC3NC(=O)CCn2cncn2)cc1 (stereo not given)	?	4%	5%

Additional compounds follow.
Molecule	GCN5L2 inh	DT40 TDP1 CPT	FEN1 inh
Nc1c(C(=O)NCc2cccs2)nnn1CC(=O)Nc1cccc(F)c1	-1%	2%	8%
COc1ccc(/C(=N\Nc2ccccc2C(=O)O)c2ccccc2)cc1	-20%	-4%	8%
O=C(CCn1c(=O)oc2ccccc21)N(Cc1ccccc1)c1ccccc1	-6%	?	-23%
COc1cc(O)cc(O)c1	-6%	-13%	.
CCOc1ccccc1-n1c(SCC(N)=O)nnc1-c1cccnc1	-9%	-7%	10%
CC(=O)Nc1ccc(N=Cc2nc(-c3ccc(C)cc3)oc2O)cc1	-7%	-8%	-2%
CC(C)(C)NC(=O)C(=O)N/N=C/c1ccc(Br)cc1	-4%	-24%	0%
CCCCNC(=O)c1onc(CSc2ccc(F)c(F)c2)c1C(=O)O	-1%	21µM*	19%
COc1ccc(Br)c(C(=O)Nc2nc3ccccc3[nH]2)c1	-2%	-25%	5%
CCOC(=O)c1sc(NC(=O)c2ccc(S(=O)(=O)N(C)C)cc2)nc1C	-3%	-6%	0%
O=C(NC1CCCCC1)C1CCC(CNS(=O)(=O)c2ccccc2)CC1 (stereo not given)	-2%	-11%	-1%
Cn1nc(-c2ccccc2)c(-c2nc(-c3cccc(Cl)c3)no2)c1Cl	-2%	?	-3%
COc1ccc(NC(=O)c2ccccc2NC(=O)C2CC=CCC2C(=O)O)cc1 (stereo not given)	-2%	-19%	11%
COc1ccc(-c2sc3ccccc3c2-c2ccc(OCCN(C)C)cc2)cc1	-2%	?	-25%
O=C(CC1(O)C(=O)Nc2cc(Cl)cc(Cl)c21)c1ccccc1O (stereo not given)	-1%	?	0%
Cc1ccnc(NC(=O)c2cccc(S(=O)(=O)N3CCN(c4ccc(F)cc4)CC3)c2)c1	-2%	?	-10%
COc1ccc(-n2nc3cc(C)c(NC(=O)c4ccc(-c5ccc(Cl)cc5)o4)cc3n2)cc1	2%	0%	-4%
O=C1CCc2cc(S(=O)(=O)N3CCC(C(=O)NCCC4=CCCCC4)CC3)ccc2N1	-2%	-16%	8%
Cc1ccccc1Oc1ncccc1C(=O)/C(C#N)=C/N(C)C	0%	0%	18%
COc1cc(Nc2ccc(C)cc2)c([N+](=O)[O-])nc1[N+](=O)[O-]	2%	2.1µM*	11%
CC1CN(S(=O)(=O)c2csc(C(=O)Nc3ccccc3)c2)CC(C)O1 (stereo not given)	-4%	?	7%
Cc1ccc(-c2c(C(=O)N/N=C/c3cccnc3)nnn2-c2nonc2N)cc1	-2%	-10%	12%
COc1ccccc1CNC(=O)CNC(=O)c1ccc(Br)o1	-2%	-2%	-5%
CN(C)/C=C1\SC(=S)N(c2ccc(Br)cc2)C1=O	-5%	?	?

An excerpt of these results, with two lines to a compound:
Value order: GCN5L2 inh | DT40 TDP1 CPT | FEN1 inh
CN(C)/C=C1\SC(=S)N(c2ccc(Br)cc2)C1=O
    -5% | ? | ?
Cc1ccnc(NC(=O)c2cccc(S(=O)(=O)N3CCN(c4ccc(F)cc4)CC3)c2)c1
    -2% | ? | -10%
O=C1CCc2cc(S(=O)(=O)N3CCC(C(=O)NCCC4=CCCCC4)CC3)ccc2N1
    -2% | -16% | 8%

Following part.
Molecule	GCN5L2 inh	DT40 TDP1 CPT	FEN1 inh
Cc1cc(C)n(Cc2ccccc2F)c(=O)c1C#N	-3%	23%	-10%
CN1CCCC(n2nc(Cc3ccc(Cl)cc3)c3ccccc3c2=O)CC1 (stereo not given)	-2%	13µM*	4%
O=C(NCc1cccc(Cl)c1)c1ccc(S(=O)(=O)Nc2cccc(C(F)(F)F)c2)cc1	-10%	?	-14%
O=C(COc1ccc(S(=O)(=O)NC2CCCCC2)cc1Cl)Nc1ccc2c(c1)OCO2	-5%	?	-28%
CCC(C)C(NC(C)=O)C(=O)NC(=O)NC(c1ccccc1)c1ccccc1 (stereo not given)	-5%	-26%	-21%
O=C(COc1ccccc1)NCCSCc1ccco1	-18%	-22%	-3%
Cc1ccc(-n2nc(C(=O)N(C)c3ccc(C)c(C)c3)c3c4ccccc4n(C)c3c2=O)cc1	-8%	16µM*	-16%
CCCCCc1cc(=O)c2ccccc2o1	-1%	?	-6%
CCN(Cc1ccccc1)S(=O)(=O)c1ccc(C(=O)N(CCCN(C)C)c2nc3c(F)cccc3s2)cc1	-7%	?	-22%
O=C(C[n+]1cc(-c2ccc(Br)cc2)n2c1CCCCC2)c1ccccc1	-11%	?	-7%
CCOC(=O)C1=C(C)NC(C)=C(C(=O)OCC)C1C(=O)OCC(=O)NCCc1ccc(S(N)(=O)=O)cc1	-19%	-26%	0%
Cc1cc(C)n2nc(SCc3ccc(F)cc3Cl)nc2n1	-1%	-15%	0%

An excerpt of these results, field by field.
CCCCCc1cc(=O)c2ccccc2o1
  GCN5L2 inh = -1%	DT40 TDP1 CPT = ?	FEN1 inh = -6%

CCN(Cc1ccccc1)S(=O)(=O)c1ccc(C(=O)N(CCCN(C)C)c2nc3c(F)cccc3s2)cc1
  GCN5L2 inh = -7%	DT40 TDP1 CPT = ?	FEN1 inh = -22%

O=C(C[n+]1cc(-c2ccc(Br)cc2)n2c1CCCCC2)c1ccccc1
  GCN5L2 inh = -11%	DT40 TDP1 CPT = ?	FEN1 inh = -7%

(next part)
Molecule	GCN5L2 inh	DT40 TDP1 CPT	FEN1 inh
CC(=O)Nc1ccc(CN2CCCCCCC2)cc1	1%	-14%	-3%
COc1ccc(N=C2NC(=O)/C(=C\c3ccco3)S2)cc1	?	-12%	-16%
Cc1nc2cc(F)ccc2n1C1CCN(C(=O)c2ccc(F)cc2F)CC1	-10%	?	5%
CCCc1cc(=O)oc2cc(OCc3ccc(C(=O)O)cc3)ccc12	-2%	6%	3%
Cc1ccc(CC2C(=O)N(c3cc(Cl)ccn3)C(=O)C2C)cc1 (stereo not given)	-13%	?	-1%
